Yeast growth inh = yeast BB579 growth reduction in restrictive medium | S. cerevisiae BB579 growth, OD615, 48 h | inhibition, % at 10 µM | actives 0.51% (n = 140,000);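 active = inhibition above a set limit, 3 SD over the mean compound inhibition, cut at about 44% in these data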; also: inactives centre near -24
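Test system: S. cerevisiae DeaD strain BB579 yeast; Medium: restrictive CSMM-D medium; Compound: one dose, 10 µM compound with 0.25% DMSO; Incubation: 4 h cell preincubation, 48 h compound exposure, 30 °C humidified; Signal: OD at 615 nm; Benchmarks: amphotericin B at 10 µg/mL as positive control.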
GALR2 antag = GALR2 (human) receptor antagonism; GALR2-expressing cells, antagonist mode; inhibition, % at 4 µM; actives 0.39% (n = 140,000); AID 828; O43603; in the data active = inhibition above about 27%;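 also: cells stimulated with galanin 1-16 at roughly its EC80; 0% = agonist challenge control and 100% = basal control without agonist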
Target sequence (O43603 whole entry, looked up): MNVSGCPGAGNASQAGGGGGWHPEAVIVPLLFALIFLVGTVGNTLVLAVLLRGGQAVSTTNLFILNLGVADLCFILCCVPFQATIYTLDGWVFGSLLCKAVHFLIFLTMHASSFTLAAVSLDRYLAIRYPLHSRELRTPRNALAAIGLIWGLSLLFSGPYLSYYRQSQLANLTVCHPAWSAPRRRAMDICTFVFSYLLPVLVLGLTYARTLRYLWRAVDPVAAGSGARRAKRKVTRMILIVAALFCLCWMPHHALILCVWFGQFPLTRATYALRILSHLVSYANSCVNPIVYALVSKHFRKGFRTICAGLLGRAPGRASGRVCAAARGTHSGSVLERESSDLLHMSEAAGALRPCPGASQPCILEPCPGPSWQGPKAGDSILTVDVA
NPY-Y2 antag = antagonists of human neuropeptide Y receptor Y2. NPY-Y2 expressing cells, antagonist mode. inhibition, % at 2.7 µM. P49146. actives 0.99% (n = 140,000); in the data active = inhibition above about 17%;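 also: 0% = vehicle with agonist challenge and 100% = reference antagonist with challenge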
Target sequence (P49146 whole entry, looked up): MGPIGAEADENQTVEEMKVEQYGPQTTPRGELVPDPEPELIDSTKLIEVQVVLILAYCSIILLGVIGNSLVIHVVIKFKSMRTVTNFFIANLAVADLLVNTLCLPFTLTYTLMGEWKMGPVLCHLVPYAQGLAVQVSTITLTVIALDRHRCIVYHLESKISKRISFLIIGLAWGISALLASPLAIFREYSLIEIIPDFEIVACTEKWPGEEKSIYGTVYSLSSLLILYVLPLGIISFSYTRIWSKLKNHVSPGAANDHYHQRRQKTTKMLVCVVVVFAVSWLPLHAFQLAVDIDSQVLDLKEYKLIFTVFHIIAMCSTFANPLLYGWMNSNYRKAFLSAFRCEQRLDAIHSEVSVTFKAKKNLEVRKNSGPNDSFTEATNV
Measles CPE = protection of cells from measles virus; actives 1.5% (n = 140,000); protection (pct of control), % at 4 µM; Measles virus-infected cells, CPE protection, absorbance; in the data active = protection mostly above about 24%, no sharp cut-off; inactive = mostly below about 26%; also: some compounds called inactive have numbers as strong as hits
MRP1 act = activators of MRP-1 | H69AR cells + doxorubicin, viability rescue, CellTiter-Glo | viability increase, % at 10 µM | actives 0.61% (n = 140,000);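 active = viability gain under doxorubicin at or above a set limit, the compound median plus 3 SD, cut at about 4.7% in these data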;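 also: MRP-1 overexpressing cells given doxorubicin 25 µM after compound pretreatment; 18-22 h compound pretreatment then 72 h with doxorubicin before readout; 0% = doxorubicin-only wells and 100% = vehicle-treated cells without doxorubicin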
Yeast life ext = yeast lifespan extension; S. cerevisiae growth with nicotinamide, OD615; deaD strain in restrictive glucose medium; inhibition of the nicotinamide effect, % at 10 µM; actives 0.68% (n = 130,000); AID 775;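 active = inhibition above a set limit, placed 3 SD over the median of all compounds, cut at about 26% in these data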;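 also: 0% = nicotinamide-treated wells and 100% = cells grown without nicotinamide; some compounds called inactive have numbers as strong as hits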
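Material: Modified budding yeast, DeaD strain | Medium: Restrictive glucose medium | Probe or stimulus: 1.5 mM nicotinamide | Dosing: Single dose 10 µM compound, 0.25% DMSO | Times: 48 h at 30 °C | Technique: OD615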
Phagocyt inh = blocks phagocytosis by macrophages | J774A.1 macrophage IgG-bead phagocytosis, imaging | inhibition, % at 5 µM | actives 0.07% (n = 110,000);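 active = inhibition above the mean of the plate negative controls plus 5 SD, cut at about 13% in these data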;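 also: phagocytic index as fraction of beads internalized from green versus red external bead signal; plate controls were DMSO negative control for no effect and cytochalasin-D positive control for full effect; some results beyond the cut were filed as inactive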
bCat KO growth = beta-catenin-lacking colon tumor cell growth suppression. viability, % at 10 µM. actives 1.5% (n = 140,000). HCT116 beta-catenin knockout viability, CellTiter-Glo, 60 h; stronger effect = lower value;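 active = viability at or under a set limit, the compound median less 4 SD, cut at about 6% in these data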;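 also: 0% = Hyamine 1622 control at 20 µM and 100% = untreated cell control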
E-sel TNF inh = blocks E-selectin expression induced by TNF alpha; actives 0.71% (n = 120,000); AID 1246; inhibition, % at 2 µM; HUVEC TNFa-induced E-selectin immunofluorescence, high content;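 active = inhibition above the batch mean plus 3 SD, and confirmed as a hit on visual image review, cut at about 43% in these data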;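 also: 0% = TNF-stimulated DMSO wells and 100% = unstimulated control wells; not every result past the cut was called active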
HCT116 PTEN-null = PTEN-deleted cell growth suppression. HCT116 PTEN-null viability, CellTiter-Glo, 60 h; stronger effect = lower value. viability, % at 10 µM. actives 1.2% (n = 140,000). AID 827;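 active = viability at or below a set limit, 4 SD under the median of all tested compounds, cut at about 3.7% in these data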;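 also: PTEN knockout HCT116 line with beta catenin targeted HCT116 as companion control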
Starred values were filed as active, the others as inactive; x = not tested or not shown.

SMILES	Yeast growth inh	GALR2 antag	NPY-Y2 antag	Measles CPE	MRP1 act	Yeast life ext	Phagocyt inh	bCat KO growth	E-sel TNF inh	HCT116 PTEN-null
COC(=O)CNC(=O)COC(=O)C(Cc1ccccc1)NC(=O)c1ccco1 (centres undefined)	-27	2	2	7	-1.6	-3	2	99	3	99
CCOC(=O)CC(=O)CSc1nc2ccccc2c(=O)n1-c1ccc(C(=O)NCCOC)cc1	-12	13	2	8	-2.9	-1	0	92	-6	92
N#CC(c1ccccn1)(c1ncc(C(F)(F)F)cc1Cl)N1CCOCC1 (centres undefined)	-32	0	-1	26	-0.5	-5	x	106	33	106
COc1ccc(C2N(c3ccccc3)C(=S)N3CCCN23)cc1 (centres undefined)	-6	-1	-1	15	-1.0	2	-6	88	x	88
COc1cccc(NC(=O)Cn2c(=O)n(-c3ccccc3)c(=O)c3oc4ccccc4c32)c1	-33	6	5	4	-1.7	1	-9	87	x	88
O=C(N1CCN=C1SCc1cccnc1)C12CC3CC(CC(C3)C1)C2	-17	0	-1	20	0.1	12	-1	74	x	74
CCOc1ccc(C(=O)NCC(=O)OCc2c(F)cccc2Cl)cc1OCC	-33	-9	2	x	1.0	-1	-13	98	x	95
COc1ccc(Cc2nc(-c3ccc(-n4cccc4)cc3)no2)cc1	-27	11	14	11	1.7	-4	0	86	10	89
O=C(Cc1cccc2ccccc12)N/N=C/c1ccc(Sc2cccc3cccnc23)o1	-72	0	1	13	-2.7	4	-1	55	-1	62
O=[N+]([O-])c1ccc(C2CNC(c3ccccc3)O2)cc1 (centres undefined)	-1	-2	3	18	-1.2	x	x	86	-2	98
Cc1cccc(C)c1NC(=O)CSCC(=O)c1ccc(O)c(O)c1	-37	-5	-2	4	-5.5	-23	-2	32	x	53
CS(=O)(=O)N1CCCC(C(=O)NCCCN2CCOCC2)C1 (centres undefined)	13	-9	-1	1	0.6	-10	-2	110	x	100
O=C(NCc1ccccc1)/C(=C/c1ccc(OC(F)F)cc1)c1ccccc1	-10	-13	4	3	-0.9	-1	-2	70	x	69
Cc1nc(=O)c(-c2ccccc2)c(C)n1CC1CCCO1 (centres undefined)	-31	1	-1	9	-3.2	-20	0	88	39	80
O=C(OCC(=O)N1CCCC1)c1ccco1	-37	1	2	2	0.9	2	0	106	-32	103
Cc1cc(S(=O)(=O)N(Cc2ccc(F)cc2)CC2CCCO2)ccc1-n1cnnn1 (centres undefined)	22	10	-4	26	-3.6	-7	-1	88	-11	91
COc1ccccc1NS(=O)(=O)c1cccc(C(=O)N/N=C(\C)c2ccc(-n3ccnc3)cc2)c1	-39	8	-3	5	-2.5	-11	-2	61	x	58
O=C(N=Nc1c(O)[nH]c2ccc(Br)cc12)c1ccccc1-n1cccc1	-11	-3	4	2	-2.7	-10	2	16	-27	18
O=C(NCCc1ccccc1)C(c1cccs1)N(C(=O)CCl)c1ccc(Cl)cc1 (centres undefined)	-30	19	1	1	-5.5	9	3	1.1*	x	0.8*
CCCCSC(=O)Nc1ccccc1	-21	8	3	31	-0.6	-12	4	98	9	86
CCCSc1cc(N2CCOCC2)nc(-c2ccccc2Cl)n1	35	-15	5	7	-3.2	-2	0	90	-15	87
O=C1/C(=C/c2cccnc2)SC(=S)N1c1ccccc1	-21	4	4	32	2.2	-4	-19	73	x	72
CCC(C)[C@H](NC(=O)NCc1cccs1)C(=O)O (some centres undefined)	-30	-6	-1	30	0.4	3	-1	92	32	100
CCOC(=O)C1CCCN(C/C(O)=C(\C#N)c2nc(-c3ccccc3)cs2)C1 (centres undefined)	-37	8	3	4	-3.1	-14	0	103	8	94
CC(C)NC(=O)COC(=O)c1cc(F)c(F)cc1Cl	-9	0	3	20	-0.2	-5	0	99	4	90
(further entries)
SMILES	Yeast growth inh	GALR2 antag	NPY-Y2 antag	Measles CPE	MRP1 act	Yeast life ext	Phagocyt inh	bCat KO growth	E-sel TNF inh	HCT116 PTEN-null
CC(=O)OCC(=O)Nc1ccc(C(C)=O)cc1	-42	7	6	21	-0.1	-4	x	93	-25	83
O=C(Cn1ccc([N+](=O)[O-])n1)NCc1ccco1	-2	-17	3	7	-2.6	-16	-6	97	3	89
CCC(C)NC(=S)NNC(=O)c1ccc(C(C)(C)C)cc1 (centres undefined)	-8	6	-2	6	-0.9	x	x	94	x	93
CCOC(=O)Cc1nnc2c(Nc3ccc(C)cc3)nc3nonc3n12	-1	8	-1	10	-2.9	-32	-1	83	-14	94
COc1ccc(NC(=O)CCS(=O)(=O)c2ccccc2)c(OC)c1	-21	10	0	14	-1.7	x	x	95	-41	98
COc1cc(-c2nnc(-c3cccnc3)o2)cc(OC)c1OC	13	2	1	30	-3.8	-17	-3	105	-16	96
Cc1ccc[n+](CC(=O)c2cc3ccccc3oc2=O)c1	-26	-8	1	2	-1.3	36*	x	89	5	80
CCOc1cc(NS(C)(=O)=O)c(OCC)cc1NC(=O)c1cccs1	-25	-11	-1	35	-3.2	-16	0	102	-13	92
O=C(Cc1ccccc1)Nc1ccccc1CO	-3	-4	1	5	-2.4	-24	5	101	6	91
O=C(NCCCn1ccnc1)/C(=C\c1cccs1)NC(=O)c1ccccc1	-14	6	-2	9	-0.6	4	-13	100	-9	94
CC(C)CN(C(=O)CSc1nncs1)c1c(N)n(CC(C)C)c(=O)[nH]c1=O	-26	-9	1	28	-3.0	-4	0	90	-8	95
CC(C)(CNC(=O)c1sc2cc(F)ccc2c1Cl)N1CCOCC1	-5	-18	12	23	-1.6	5	-8	78	x	89
Nc1c(C(=O)c2ccc(Br)cc2)oc2ccccc12	-30	17	0	5	-1.5	-1	-1	88	-16	93
CN1CCC(C2(O)c3ccccc3CSc3sccc32)CC1 (centres undefined)	-22	-2	7	7	-4.0	x	x	90	-9	95
O=C(Cn1c(CN2CCCCC2)nc2ccccc2c1=O)NCc1ccco1	-11	-9	6	10	-1.1	-10	0	99	3	99
COc1ccc(S(=O)(=O)CCC(=O)Nc2c(C)n(C)n(-c3ccccc3)c2=O)cc1	-14	-17	1	31	-1.6	-4	-1	95	-35	104
CCn1c(-c2ccccc2)csc1=Nc1ccc(S(=O)(=O)O)cc1	0	1	1	13	-1.1	4	-5	96	-8	99
CCN(CC)S(=O)(=O)c1ccc(Cl)c(NC(=O)c2cc(Cl)ccc2Cl)c1	-23	-3	-1	10	-2.2	8	-7	79	-17	102
Cc1[nH]c2ccccc2c1C(=O)COC(=O)c1cccc(S(=O)(=O)N2CCCCC2)c1	-17	7	-3	4	-1.8	-2	-4	86	6	74
CCNC(=O)c1cc(Cl)ccc1OC	-13	0	2	29	0.0	-4	-7	91	-33	95
CN(C)S(=O)(=O)c1cccc(NC(=O)c2ccc(OC(F)(F)F)cc2)c1	2	8	6	2	0.4	-4	-4	24	-2	26
COc1ccc(CCNC(=O)C2CCN(Cc3nc(-c4ccccc4C)oc3C)CC2)cc1OC	-31	2	4	12	-4.7	-5	-1	74	x	74
N/C(=N\OC(=O)CCC1CCCCC1)c1ccccn1	-7	0	2	5	0.4	1	3	94	39	101
CCC(c1nnc(SCc2nc3ccccc3s2)n1Cc1ccccc1)N(C)C (centres undefined)	-40	-2	8	4	-2.6	-4	-1	63	x	63
CC(C)c1ccc(/C=C(/C#N)c2nnc(NC(=O)c3ccccc3)s2)cc1	-15	-8	4	4	-3.9	-5	-5	79	x	64

Four entries from above, sorted by length of the SMILES, high to low:
SMILES	Yeast growth inh	GALR2 antag	NPY-Y2 antag	Measles CPE	MRP1 act	Yeast life ext	Phagocyt inh	bCat KO growth	E-sel TNF inh	HCT116 PTEN-null
COc1ccc(NC(=O)CCS(=O)(=O)c2ccccc2)c(OC)c1	-21	10	0	14	-1.7	x	x	95	-41	98
Nc1c(C(=O)c2ccc(Br)cc2)oc2ccccc12	-30	17	0	5	-1.5	-1	-1	88	-16	93
O=C(Cc1ccccc1)Nc1ccccc1CO	-3	-4	1	5	-2.4	-24	5	101	6	91
CCNC(=O)c1cc(Cl)ccc1OC	-13	0	2	29	0.0	-4	-7	91	-33	95

The results go on:
SMILES	Yeast growth inh	GALR2 antag	NPY-Y2 antag	Measles CPE	MRP1 act	Yeast life ext	Phagocyt inh	bCat KO growth	E-sel TNF inh	HCT116 PTEN-null
CC1CCc2nc(NC(=O)CN3CCN(c4ccccc4)CC3)sc2C1 (centres undefined)	-22	-1	6	4	-0.2	-9	-1	90	17	89
O=C(CN(Cc1ccco1)C(=O)Cn1nnc(-c2ccc(F)cc2)n1)NC1CCCC1	-12	2	0	3	-1.3	3	-3	81	31	87
Cc1cc(C)c(NC(=O)c2cn3c4c(c(N5CCN(C)CC5)c(F)cc4c2=O)OCC3C)c(C)c1 (centres undefined)	-14	0	-1	26	-5.4	-3	7	43	10	37
Cn1c(=O)n(Cc2ccc(Cl)cc2)c2ccccc21	-65	6	-3	16	-1.7	-3	-1	96	x	88
CCn1c(CC(=O)Nc2ccc(C)cc2)nnc1SCC(=O)N1CCN(c2ccccc2)CC1	-78	2	1	20	2.7	-2	0	86	x	88
COCC(=O)N(C)c1nnc(-c2cnccn2)s1	-20	-10	2	17	-1.2	-1	x	93	10	113
O=C(c1ccco1)N1CCN(CCCCN2C(=O)c3ccccc3C2=O)CC1	1	10	2	2	1.0	-6	0	97	1	113
COc1ccc(CC(=O)n2nc(-c3ccccc3)nc2NCc2ccco2)cc1	-3	-14	3	2	-0.5	-14	x	71	-15	75
CCOC(=O)Cc1csc(Nc2ccc(Cl)cc2)n1	-11	13	4	15	1.5	-6	-9	88	-4	86
Cc1ccc(C)c(C(=O)CSc2n[nH]c(C(C)C)n2)c1	-24	2	0	15	1.8	-5	0	94	x	95
C=CCn1c(SCc2c(C)noc2C)nnc1C1COc2ccccc2O1 (centres undefined)	-25	-9	3	13	-1.7	-5	1	77	x	80
Cc1cc2nc(C3CCCN(C(=O)NCc4ccccc4)C3)[nH]c2cc1C (centres undefined)	-43	10	1	8	-2.3	-1	-2	86	-11	85
CN1C2C=C3C(C#N)=C(N)C(C#N)(C#N)[C@@H](c4cccc(F)c4)[C@@H]3C1CC2 (some centres undefined)	-32	7	1	4	-5.7	-7	1	94	-9	97
CC(NCc1ccccc1Cl)C(=O)Nc1ccc(S(=O)(=O)N2CCCC2)cc1 (centres undefined)	-34	1	2	3	-2.1	3	-6	98	-5	99
O=c1[nH]c(Cn2nnc(-c3ccccc3)n2)nc2scc(-c3ccccc3)c12	-60	0	4	16	0.5	1	2	105	7	103
Cc1cc(C)nc(NS(=O)(=O)c2ccc(NC(=S)NC(=O)C(C)C)cc2)n1	-25	26	0	2	0.3	x	x	95	-4	102
CCCCCCNC(=O)Cc1nc2nc(C)cc(C)n2n1	-14	15	-1	7	-1.9	-15	-1	90	-3	82
O=C1/C(=C/c2ccc(F)cc2)CCC1C1CCCC1 (centres undefined)	-50	-5	3	10	3.2	-1	-7	95	x	94
Cn1cccc1/C=N/NC(=O)c1cccc(OC(F)(F)C(F)F)c1	-4	1	1	7	-1.2	-4	2	95	x	83

Screening data (PubChem BioAssay)
